Insulin prom inh = inhibitors of insulin promoter-driven GFP, primary screen, imaging, TRM-6 cells (human fetal islet line), eGFP reporter, cell count; reporter expression induced with tamoxifen; inhibition, % at 2 µM; hit rate 0.9% among 130,000; AID 1273, 2008;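 active = inhibition above the mean plus 3 SD, with well images judged a real hit on visual review, cut at about 60% in these data, passing the limit was not always enough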
sdo1 growth = growth rescue of sdo1-depleted yeast, primary screen, S. cerevisiae, bone marrow failure model | S. cerevisiae sdo1-depleted JHY4D growth rescue, OD600 30 h; hits give high values; pdr5 snq2 efflux-pump mutant strain | z-score at 10 µM | hit rate 0.21% among 140,000;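 active = z-score above 3 at both the 24 hr and the 30 hr optical density reads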;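 also: z-score against mean and SD of all compound wells on the same plate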
sdo1 growth Rescue 24 h = also measured in sdo1 growth; calls as there; z-score; S. cerevisiae sdo1-depleted JHY4D growth rescue, OD600; measured here: growth rescue at 24 h;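 0 is the plate mean of compound wells and units are plate SD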
An asterisk follows results filed as active; · = not tested or not shown; [ ] = another dose, or the depositor's remark. The list is partial; the hit share may differ from the screen's.

cpd	canonical_smiles	Insulin prom inh	sdo1 growth	sdo1 growth Rescue 24 h
1	Cc1sc2nc(SCC(=O)N(C)Cc3ccccc3)n(-c3ccccc3)c(=O)c2c1C	27	-1.3	-1.6
2	COC(=O)c1ccc2nc(NC(=O)C(C)(C)C)sc2c1	45	·	·
3	COC(=O)CN(c1nc(C)c(Br)c(OC)n1)S(=O)(=O)c1ccc(C)cc1	-31	-0.48	-0.76
4	CN(C(=O)c1cccc(COc2ccc(Cl)cc2Cl)c1)c1ccccc1	-50	-1.3	-0.76
5	COC(=O)c1ccccc1NC(=O)c1sc(=S)n(C)c1N	·	-1.7	-1.3
6	CCc1cccc(CC)c1NC(=O)COC(=O)c1cccc(S(=O)(=O)N2CCc3ccccc3C2)c1	·	-0.16	0.07
7	O=C(NCc1ccccn1)Nc1ccc2c(c1)OCO2	-33	0.45	0.12
8	O=C1OC(Nc2cc(Br)cc3cccnc23)c2ccccc21 (configuration not stated)	-30	0.32	0.35
9	Cc1ccc(Nc2nc(CSc3nnc(-c4ccncc4)n3C)cs2)cc1	38	-1.7	-1.4
10	Cc1ccc(C(c2sc3nc(C)nn3c2O)N2CCN(c3ccccc3)CC2)cc1 (configuration not stated)	-27	-0.44	-0.48
11	Cc1ccccc1N1OC2C(=O)N(c3ccc(F)cc3)C(=O)C2C1c1ccccn1 (configuration not stated)	-11	0.41	0.47
12	CC(=O)Oc1ccc(C(=O)Nc2cccc(C(=O)NC(C)(C)C)c2)cc1	-22	·	·
13	CCc1nnc(SCC(=O)NC2CCCCC2)nc1CC	-59	0.31	-0.98
14	N#Cc1c(-c2ccccc2)cc(C2CC2)nc1SCC(=O)O	·	0.28	-0.96
15	CCN(CC)C1=N/C(=C\c2ccco2)C(=O)N1c1ccccc1	-4	-0.62	-1.3
16	CCOC(=O)c1[nH]c2ccccc2c1NC(=O)CCN1CCN(C(=O)OCC)CC1	17	1.2	1.4
17	Cc1c(Cl)c(-c2n[nH]c(=S)n2-c2ccc(F)cc2)nn1C	-8	0.78	0.49
18	CCOC(=O)c1ccccc1Cc1nc2ccccc2c(=O)[nH]1	·	0.27	-0.6
19	CCn1c(NC(=O)c2ccc(C)cc2)c2ccccc2nc1=O	9	-0.23	-0.74
20	Cc1ccc(C2CC(=O)N(c3ccc(F)cc3)C3=C2C(=O)CCC3)cc1 (configuration not stated)	-5	-0.05	-0.23
21	Cc1cc(C)c(C(N)=O)c(NCCc2ccccc2)n1	45	1.3	0.87
22	Cc1ccc(-n2c(SCC(=O)NCc3ccco3)nc3c(sc4ccccc43)c2=O)cc1	55	-1.8	-1.5
23	CCN(CCO)Cc1cc(=O)oc2c(C)c(C)ccc12	42	-0.5	0
24	CC(=O)Nc1cccc(NC(=S)Nc2ccc(F)cc2F)c1	-15	·	·
25	O=C1CSC2=NCN(c3ccc4c(c3)OCO4)CN12	·	0.2	0.45
26	COC(=O)c1cn(NC(=O)c2ccccc2[N+](=O)[O-])c(=O)c2ccccc12	-13	·	·
27	Cc1ccc(N(CC(=O)N/N=C/c2ccc(OC3CSC3)cc2)S(=O)(=O)c2ccccc2)c(C)c1	·	-0.49	0.12
28	Cc1cc(=O)[nH]c2c(C)c(Cl)ccc12	·	0.02	0.11
29	CCOc1ccc(Br)cc1S(=O)(=O)N1CCC(C(=O)O)CC1	-9	·	·
30	O=C(CNC(=O)c1ccc(N2C(=O)c3ccccc3C2=O)cc1)OCC(=O)c1cccc2ccccc12	-26	-0.75	-0.61
31	COCCn1c(=NC(=O)/C=C/c2ccccc2Cl)sc2cc(NC(C)=O)ccc21	-32	0.53	2.6
32	COc1cc(CN2CCN(CCOCCO)CC2)cc(OC)c1OC	·	1.4	2.8
33	O=C(Nc1nc(-c2ccc(Oc3ccccc3)cc2)cs1)C1=COCCO1	·	-0.19	-0.45
34	COc1ccccc1NCC(=O)N/N=C/c1cccnc1	·	0.61	0.22
35	COc1ccccc1-n1ccnc1SCC(=O)NCc1ccco1	-4	·	·
36	Cc1ccc(N=Nc2[nH]c3ccccc3c2O)cc1	-46	0.11	0.64
37	Cc1c(NC(=O)c2ccc(N3C(=O)C4C5C=CC(C5)C4C3=O)cc2)c(=O)n(-c2ccccc2)n1C (configuration not stated)	·	0.74	0.44
38	CC(Sc1nc(=O)cc(N)n1CCc1ccccc1)C(=O)NCc1ccccc1 (configuration not stated)	18	·	·
39	CCSCCOC(=O)C1=C(C)NC(=O)NC1c1ccc2c(c1)OCO2 (configuration not stated)	·	0.7	0.22
40	O=C(CSc1nnc(Cn2c(=O)sc3ccccc32)n1-c1ccccc1)N1CCCC1	·	0.54	0.56
41	Nc1c(C(=O)Nc2ccc3c(c2)OCCO3)nnn1CCc1ccccc1	·	0.5	0.48
42	CCn1c(C)c(C(C)=O)c(N2CCCC2)nc1=S	·	0.9	0.24
43	O=C(CSc1ccc(-c2ccc(Cl)cc2)nn1)Nc1ccc2c(c1)OCCO2	·	0.21	0.28
44	O=c1[nH]c(NCc2ccco2)nnc1Cc1ccccc1Cl	29	1.8	2
45	COc1ccc(C(=O)c2ccc(Br)cc2)cc1	3	-0.23[16.2 µM]	0.4
46	COc1cc(C)ccc1OCCOc1c(Cl)cc(Cl)cc1Cl	-7	-0.37	-0.76
47	COc1ccc(C(c2nnnn2C2CCCC2)N2CCC(C(N)=O)CC2)c(OC)c1 (configuration not stated)	·	0.43	0.73
48	O=C(O)c1ccc(NS(=O)(=O)c2cc(Cl)ccc2Cl)cc1O	31	0.99	0.25
49	O=[N+]([O-])c1ccccc1S(=O)(=O)N1CCCCC1	-8	-0.14	-0.77
50	COc1ccc(CNC(=O)CCSc2nc(-c3ccc4c(c3)OCO4)cc(C(F)(F)F)n2)cc1	-62	0.01	0.53
51	O=C(NCCSCc1ccccc1)c1ccc(C2SCC(=O)N2Cc2ccccc2)cc1 (configuration not stated)	-60	-1.4	-0.82
52	CC(=O)Nc1ccccc1C(=O)C(=O)Nc1cccc(F)c1	18	·	·
53	Cc1ccc(NC(=O)CN(c2ccccc2)S(=O)(=O)N(C)C)cc1	-28	0.04	0.16
54	O=C(NCCCN1CCN(c2ccccc2F)CC1)C1CC(=O)N(C2CCCC2)C1 (configuration not stated)	·	-0.2	-0.75
55	CC(Oc1ccc(Cl)cc1Cl)C(=O)Nc1ccc(O)cc1 (configuration not stated)	-29	·	·
56	Cc1ccc(-c2c(C)n([O-])c3c([n+]2=O)CCC3)o1	·	-0.45	-0.86
57	N#Cc1ccccc1OCC(=O)OCC(=O)c1ccc2c(c1)NC(=O)CO2	·	-0.2	-0.39
58	CCN(CC)S(=O)(=O)c1ccc(Cl)c(NC(=O)COC(=O)/C=C/c2cc(OC)c(OC)c(OC)c2)c1	-69	-0.18	-0.04
59	CC1(C)CC(NC(=O)c2ccccc2C(=O)NC2CC(C)(C)NC(C)(C)C2)CC(C)(C)N1	-14	·	·
60	CC(c1ccco1)N(C(=O)CSc1ccc(Br)cc1)c1ccccn1 (configuration not stated)	·	-0.94	-0.35

Random excerpt: 6 records from the list, in no set order.
cpd	canonical_smiles	Insulin prom inh	sdo1 growth	sdo1 growth Rescue 24 h
46	COc1cc(C)ccc1OCCOc1c(Cl)cc(Cl)cc1Cl	-7	-0.37	-0.76
51	O=C(NCCSCc1ccccc1)c1ccc(C2SCC(=O)N2Cc2ccccc2)cc1 (configuration not stated)	-60	-1.4	-0.82
57	N#Cc1ccccc1OCC(=O)OCC(=O)c1ccc2c(c1)NC(=O)CO2	·	-0.2	-0.39
60	CC(c1ccco1)N(C(=O)CSc1ccc(Br)cc1)c1ccccn1 (configuration not stated)	·	-0.94	-0.35
47	COc1ccc(C(c2nnnn2C2CCCC2)N2CCC(C(N)=O)CC2)c(OC)c1 (configuration not stated)	·	0.43	0.73
59	CC1(C)CC(NC(=O)c2ccccc2C(=O)NC2CC(C)(C)NC(C)(C)C2)CC(C)(C)N1	-14	·	·

(cont.)
cpd	canonical_smiles	Insulin prom inh	sdo1 growth	sdo1 growth Rescue 24 h
61	COc1cccc(NC(=O)N2CCOCC2)c1	0	-0.52	-0.82
62	Cc1ccsc1/C=N/NC(=O)Cc1cccn1C	14	0.92	0.29
63	CC(=O)C(Sc1nc(NC(C)(C)C)nc(N(C)C)n1)C(C)=O	·	-0.91	-1.1
64	COc1ccccc1/C=C/C(=O)OCC(=O)Nc1ccccc1Sc1ccccc1	-15	-0.82	-0.32
65	Cc1cc(NCCO)c2cc(O)ccc2n1	16	0.79	0.73
66	Cc1cc(C)nc(/N=C(\N)Nc2cccc([N+](=O)[O-])c2)n1	21	1.2	1.3
67	Clc1ccc(Oc2cnns2)cc1Cl	53	1.1	1
68	CCc1nnc(NC(=O)c2ccc3c(c2)C(=O)N(C(C)(C)C)C3=O)s1	5	-0.92	-0.94
69	CC(=O)c1ccc(Sc2nnnn2-c2ccccc2)c([N+](=O)[O-])c1	34	-0.02	-0.16
70	CCc1ccccc1NC(=O)CSc1nnc(Cn2cnc3ccccc32)o1	53	0.74	0.9
71	Cc1ccccc1S(=O)(=O)Nc1ncnc2scc(-c3ccccc3)c12	5	-1.1	-1.4
72	C=CCN1C(=O)/C(=C\c2ccc(Oc3nc(N4CCOCC4)nc(N4CCOCC4)n3)c(OC)c2)SC1=S	50	·	·
73	O=C(c1cc(-c2ccccc2)nc2ccccc12)N1CCc2ccccc2C1	-10	-1.1	-0.46
74	COc1ccc(C2Nc3ccccc3C(=O)N2Cc2ccco2)cc1COc1ccc([N+](=O)[O-])cc1 (configuration not stated)	-30	-0.22	0.96
75	Cc1c(C(=O)OCCOc2ccccc2)[nH]c2c1C(=O)CCC2	0	-0.33	-0.6
76	COc1cc2oc3ccccc3c2cc1N(CC(=O)N(C)C)S(=O)(=O)c1ccc(C)cc1	-33	-2.3	-1.8
77	Cc1c(CN(C)C(=O)/C=C/c2ccc([N+](=O)[O-])cc2)cnn1C	·	0.48	0.09
78	CCOc1ccc(N(CC(=O)NC(C)CC)S(=O)(=O)c2c(C)noc2C)cc1 (configuration not stated)	·	0.58	2
79	CSc1nc(-c2ccccc2)nc(N2CCOCC2)c1C(C)=O	-36	·	·
80	CC(C)C[C@H](NC(=O)OC(C)(C)C)c1nnc(SCC(=O)Nc2ccc(Br)cc2)o1	-38	-1.3	-1.3
81	Cc1nnc(-c2cnn(C)c2N)n1Cc1ccccc1F	-19	-0.11	-0.34
82	CCn1c(SCc2ccccc2)nc2c(c1=O)SCC2	49	·	·
83	Cc1ccccc1C(CC(=O)c1cccs1)C(C#N)C#N (configuration not stated)	·	-0.88	-0.65
84	CCN1C(=O)c2cccc3c(S(=O)(=O)Nc4ccccc4OC)ccc1c23	-109	-0.41	0.27
85	NC(=O)C1CCN(C(=O)C2c3ccccc3C(=O)N3CCc4ccccc4C23)CC1 (configuration not stated)	·	0.5	0.5
86	CCN1C(=O)C(CC(=O)Nc2ccc(Br)cc2)N(CCCc2ccccc2)C1=S (configuration not stated)	23	-1.6	-1.1
87	O=C(OCc1ccccc1F)c1ccc2c(c1)-c1ccccc1C2=O	·	-0.92	-1.1
88	COc1cccc(C(=O)NCC(=O)N/N=C/c2cn[nH]c2-c2ccccc2)c1	17	·	·
89	COc1cc(Cn2c(=O)oc3ccc(C)cc32)ccc1OC(C)C	-12	-0.96	-1.6
90	Cc1cccc2cc(CN(Cc3ccco3)C(=O)NC3CCCCC3)c(=O)[nH]c12	·	0.87	2.1
91	O=C(CN(C1CCCCC1)S(=O)(=O)c1ccc(Cl)cc1)N1CCOCC1	-42	0.66	0.62
92	Cc1ccc(-c2nc3cc(NC(=O)C(C)C)ccc3o2)cc1C	0	-1.6	-1.4
93	COCCCNC(=O)CCSc1ccc(C)cc1	38	0.08	0.27
94	Cc1ccc(C(NC(=O)C2CCCCC2)c2c(O)ccc3ccccc23)cc1 (configuration not stated)	·	0.36	0.45
95	Cc1cc(O)cc(O)c1-c1onc(C(F)(F)F)c1-c1cscn1	·	1	1.4
96	Cc1ccc(C(C(=O)NC(C)(C)C)N(Cc2cccnc2)C(=O)C(=O)NC2CCCCC2)o1 (configuration not stated)	-71	·	·
97	Cc1nn(CC(=O)NCc2ccccc2)c(C)c1[N+](=O)[O-]	-3	1.9	1.2
98	O=C(NCCCNCc1ccccc1)c1ccc(/C=N/O)nc1	·	0.34	0.17
99	Cc1ccc(C(C)C)c(OCC(=O)Nc2ccccc2N2CCN(C)CC2)c1	-62	-1.3	-0.57
100	CCN(CC)C(=O)c1sc(NC(=O)Cc2ccccc2)c(C#N)c1C	40	0.4	0.97
101	COc1ccc(NC(=O)CCCn2c(=O)c3sccc3n(Cc3cccc(C)c3)c2=O)cc1	-44	-1.7	-2.5
102	O=C(C(=O)N1CCc2ccccc2C1)c1cn(CC(=O)N2CCOCC2)c2ccccc12	·	0.66	0.02
103	CNC(=O)C12CC3CC(CC(Cl)(C3)C1)C2	26	0.05	-0.76
104	COc1cccc(/C=N/NC(=O)C(=O)NCc2ccco2)c1O	18	0.76	0.77
105	OCCOCCOc1cccc2[nH]ccc12	-44	·	·
106	CCOc1ccc(CN=C(N)N=C(N)N)cc1Cl	·	0.07	-0.18
107	O=C(CSc1ncccn1)NN=C1CCCCCC1	67*	0.63	0.26
108	CCOC(=O)C1=C(c2ccccc2)NC(SC)=C(C#N)C1c1ccco1 (configuration not stated)	-29	-0.65	-0.52
109	CC(C)N1CC(O)=C(c2ccccc2)C1=N	0	-0.12	-0.56
110	O=C(Cn1nc(-c2ccc(Cl)cc2)ccc1=O)NCCCN1CCN(Cc2ccccc2)CC1	·	0.26	0.15
111	Cc1ccccc1-c1c(C)oc2cc(O)ccc2c1=O	·	-0.39	-0.15
112	O=C(O)c1nc(N2CCOCC2)nc(N2CCOCC2)n1	-31	-0.53	-0.56

Bioassay records as filed in PubChem BioAssay.
